High-throughput results as filed in PubChem BioAssay.
Polio RdRp inh – poliovirus RNA polymerase inhibition. hit rate 0.66% among 150,000. poliovirus polymerase elongation, fluorescence polarization; hits give low values. P03300. % elongation, % (compound at 16.7 µg/mL); in the data active = % elongation below about 90%; also: some results filed as inactive read as strong as hits
Target sequence (P03300 1749-2209 limits assumed): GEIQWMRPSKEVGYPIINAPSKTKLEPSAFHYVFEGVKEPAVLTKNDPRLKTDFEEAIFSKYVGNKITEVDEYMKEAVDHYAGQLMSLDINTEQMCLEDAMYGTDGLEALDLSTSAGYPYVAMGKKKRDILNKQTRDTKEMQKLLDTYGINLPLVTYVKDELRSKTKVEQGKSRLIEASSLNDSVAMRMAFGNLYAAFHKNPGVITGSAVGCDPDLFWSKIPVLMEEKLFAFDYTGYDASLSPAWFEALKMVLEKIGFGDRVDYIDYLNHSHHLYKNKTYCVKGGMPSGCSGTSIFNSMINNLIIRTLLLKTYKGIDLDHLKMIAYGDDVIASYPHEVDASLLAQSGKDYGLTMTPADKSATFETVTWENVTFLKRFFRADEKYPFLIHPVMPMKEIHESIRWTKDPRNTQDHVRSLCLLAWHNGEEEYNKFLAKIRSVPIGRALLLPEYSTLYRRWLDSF
Polio RdRp inh FP z-score – further read-out of Polio RdRp inh, marked with its call; z-score; measured here: FP z-score; hits read low
The depositor's hits bear a star; & = joins results of further samples. The list is partial. The share of hits here may be higher or lower than overall.

compound	Polio RdRp inh	Polio RdRp inh FP z-score
CC(=O)N1CCOc2cc(S(=O)(=O)N3CCCc4ccccc43)ccc21	103	-0.2
Cc1ccc(Nc2cc(C)c3ccccc3n2)cc1	101	0
Cc1ccc(NC(=O)c2cc(-c3ccc4c(c3)OCO4)on2)cc1	102	-0.2
COc1ccc(N/N=C(\C#N)C(=O)NCCc2ccc(OC)c(OC)c2)cc1	101	-0.1
COc1ccc(OC)c(NC(=O)c2ccc3c(c2)CCCN3S(C)(=O)=O)c1	103	0.7
Cc1ccc(CCNC(=O)c2cc3c(C)nccc3[nH]c2=O)cc1	103	0.5
CN(C)CCN(C)CC1=CCC2CC1C2(C)C (stereo not given)	101	0.5
COc1ccc(NC(=O)COCc2cc(-c3cccs3)on2)cc1	102	-0.1
CN(Cc1ccccc1)C(=O)c1ccco1	104	0.5
Cc1cc(C)c2c(=O)cc(C(=O)Nc3nc4ccc(F)cc4s3)oc2c1	114	1.2
O=C(Nc1cccc(C(=O)OCc2cc(=O)n3c4c(sc3n2)CCCC4)c1)c1ccccc1	108	0.5
CCOC(=O)/C(=N\Nc1cccc(C(F)(F)F)c1)N(C)C1CCS(=O)(=O)C1 (stereo not given)	102	0.1
CC(C)(C)NC(=S)Nc1ccc2nccnc2c1	102	-0.1
COc1ccccc1C1CCN(Cc2sc3ccccc3c2C)CC1	103	-0.2
NS(=O)(=O)c1ccc(-c2ccc(/C=N/NC(=O)Cc3cccs3)o2)cc1	107	0.8
NC(=O)COc1ccc(-c2nc3ccccc3s2)cc1	102	0.1
CCOc1ccccc1N1CC(c2nc3ccccc3n2CCOc2ccc(C(C)(C)C)cc2)CC1=O (stereo not given)	109	0.4
Cc1ccc(C(=O)Nc2ccccc2)cc1S(=O)(=O)Nc1ccc(Br)cc1	102	-0.1
COC(=O)c1sc2ccccc2c1O	107	0.2
O=C1c2ccccc2C(=O)N1CC1c2ccccc2CCN1S(=O)(=O)c1ccc2[nH]c(=O)c(=O)[nH]c2c1 (stereo not given)	103	0.4
Cc1ccc(CN2C(=O)CSC2=O)cc1	102	0.1
CC1CN(C(=S)Nc2cccc(C(F)(F)F)c2)CC(C)O1 (stereo not given)	105	0.3
CCOc1ccc(NC(=O)CC2C(=O)N(c3ccc(OC)cc3)C(=O)N2C2CCCCC2)cc1 (stereo not given)	108	0.4
O=C1CSC(=O)N1CCN=Cc1c(O)n(-c2ccc(Cl)cn2)c(=O)c2ccccc12	88	-2.1
COc1ccc(C2CC(c3c(O)c4ccccc4oc3=O)=NCCN2Cc2cccc(C)c2)cc1 (stereo not given)	105	1.1
COc1ccc(C(=O)NC2CCCCCC2)c(OC)c1OC	103	0.1
Cc1ccc(C)c(N2CCN(C(=O)C3CCCN(S(=O)(=O)c4cccc5nonc45)C3)CC2)c1 (stereo not given)	108	0.8
O=C(Cn1c(=O)c2sccc2n(CC(=O)Nc2ccc(Cl)cc2Cl)c1=O)NCCc1ccccc1	106	0.1
Cc1ccccc1Cn1c(-c2cccs2)nc2ccccc21	106	-0.1
COc1ccc(C2CC(=O)c3cnc4c(-c5ccccc5)c(C)nn4c3C2)cc1OC (stereo not given)	101	-0.8
CCOC(=O)c1c(N)n(-c2cccc(S(=O)(=O)N(CC)CC)c2)c2nc3ccccc3nc12	101	0
CC(C)C(=O)NCC(c1ccc2c(c1)OCO2)N1CCN(c2ccccc2F)CC1 (stereo not given)	101	-1.6
O=S(=O)(NCC(c1ccccc1)N1CCN(Cc2ccccc2)CC1)c1ccccc1 (stereo not given)	103	0.2
CCOCCc1nn2c(=O)cc(COC(=O)Cc3ccccc3)nc2s1	105	-0.3
Cc1ccc2c(c1)c1c3n2CCN(S(C)(=O)=O)C3CCC1 (stereo not given)	101	-0.5
Cc1cccc(C(=O)Nc2sc3c(c2C(=O)NC(C)C)CCCC3)c1	101	-0.3
CC12CCC(C(=O)O)(C/C1=N\N)C2(C)C (stereo not given)	101	0
Cc1ccc(C(=O)OCc2c(C)noc2C)c(C)c1	110	0.9
O=c1[nH]c2cc(Br)cnc2[nH]1	66*	-12*
CCOC(=O)c1cc2c(=O)n3cccc(C)c3nc2n(C2CCCC2)c1=N	100	-0.4
O=C(CNc1ccc(Cl)cc1)c1cc2ccccc2oc1=O	103	0.3
CCOc1ccccc1NC(=O)C1CCN(S(=O)(=O)c2ccc3[nH]c(=O)oc3c2)CC1	100	-1.5
Cc1ccc(Nc2cc(C)nc(-n3nc(C)cc3C)n2)cc1	110	0.6
COc1ccc(OC)c(NC(=O)c2c(NC(=O)CNCc3ccco3)sc3c2CCC3)c1	101	0.4
COc1ccc(S(=O)(=O)N(C)CCc2ccc(OC)c(OC)c2)cc1	106	0.4
O=C(CSc1nnc(-c2ccc(F)cc2)o1)N(Cc1nnc(-c2ccc(Cl)cc2)o1)C1CC1	104	0.2
O=C(c1cccc(F)c1)c1ccc2c(c1)CCCO2	106	1.2
Cc1cc(NC(=O)c2ccc3c(c2)N(Cc2cccc(Cl)c2)C(=O)c2ccccc2S3=O)ccc1Br (stereo not given)	109	0.5
CCCC1=NN2C(=N)/C(=C/c3ccc(OC(=O)c4cccs4)c(OC)c3)C(=O)N=C2S1	98	-0.5
CC(=O)Nc1ccc(NC(=O)c2ccc(CS(C)(=O)=O)cc2)cc1	108	0.7
O=C(OCC(=O)N1CCCCC1)c1n[nH]c2ccccc12	100	-0.5
COc1cc2c(cc1OC)CN(Cc1cc(=O)oc3c(C)c(C)ccc13)CC2	105	0.2
CCC(C)NC(=O)c1cnn(-c2cccc(F)c2)c1-n1cccc1 (stereo not given)	106	-0.1
CN(C(=O)CSc1nc2ccc(NC(=O)COc3ccc(Cl)cc3)cc2s1)c1ccccc1	111	0.9
CC(C)CNC(=O)[C@@H]1CCCN1C(=O)c1cccs1	105	0.2
CCC(C)C(N)C(=O)N1CCOCCN(C(=O)C(N)C(C)CC)CCOCC1 (stereo not given)	102	-0.1
Cc1ccc2nc(NCc3ccc(F)cc3)c3nncn3c2c1	109	0.9
CCOC(=O)c1ccc(NC(=O)CCc2c[nH]c3ccccc23)cc1	104	0.5
Cc1cnc(=O)[nH]c1SCC(=O)Nc1cc(C(F)(F)F)ccc1Cl	96	-2.8
Nc1nc(COc2ccc3ccccc3c2)cs1	103	0.5

Following part:
compound	Polio RdRp inh	Polio RdRp inh FP z-score
CCC1Cc2c(nc3c4c(nc(N5CCOCC5)c(C#N)c24)NC2(CCCCC2)N3)O1 (stereo not given)	110	0.8
Cc1nnc(N2CCCC(C(=O)Nc3cccc(C(F)(F)F)c3)C2)c2nn(-c3ccccc3)c(C)c12 (stereo not given)	111	1.3
c1ccc(-c2nc(NN3CCCCC3)nc3ccccc23)cc1	101	-0.1
CC1(C)C(=O)OC2(c3ccc(Cl)cc3)C1OC(=O)C2(C)C (stereo not given)	102	0.6
CCc1ccc(NC(=O)Cn2c(=O)n(CCC(=O)NCc3ccccc3)c(=O)c3sccc32)cc1	100	-0.8
CC(=O)OC1CCC2C3CC[C@H]4C[C@@H]5C[C@@H]5[C@H](O)C4(C)C3CCC12C (stereo not given in full)	106	0.2
O=C(NC1CC2CCC(C1)N2)c1ccccc1 (stereo not given)	103	0.2
CN1CCCN(C(=O)c2ccc(S(=O)(=O)N3CCCCC3)cc2)c2nc3ccccc3nc21	106	0.5
OC(CNCC1COc2ccccc2O1)COC1CCCc2ccccc21 (stereo not given)	104	0.3
O=C(NC(c1ccccc1)c1ccccc1)c1ccco1	104	0
COc1ccc(-n2c(C)nc3ccccc3c2=O)cc1	101	0.1
COc1ccc(-c2nc3scc(CCNS(=O)(=O)c4ccc5c(c4)OCCO5)n3n2)cc1OC	108	0.1
O=C(Cc1c(Cl)cccc1Cl)N1CCN(S(=O)(=O)c2cccs2)CC1	101	-0.1
COc1ccc(N2CCN(C(=O)COC(=O)c3cc[n+]([O-])cc3)CC2)cc1	102	0
CCS(=O)(=O)N1CCc2cc(C(=O)NC(C)c3ccccc3)ccc21 (stereo not given)	108	0

2 records drawn at random from the list so far:
compound	Polio RdRp inh	Polio RdRp inh FP z-score
CCc1ccc(NC(=O)Cn2c(=O)n(CCC(=O)NCc3ccccc3)c(=O)c3sccc32)cc1	100	-0.8
COc1ccc(N2CCN(C(=O)COC(=O)c3cc[n+]([O-])cc3)CC2)cc1	102	0

Following part
compound	Polio RdRp inh	Polio RdRp inh FP z-score
Cc1c(Nc2ncnc3sc4c(c23)CCCC4)c(=O)n(-c2ccccc2)n1C	101	-0.3
CN1C=CC=C/C1=C(/C#N)C(=O)NC1CCCCC1	104	0.4
CC(=O)Oc1ccc2cc(-c3nc4c(s3)CCc3ccccc3-4)c(=O)oc2c1	71	-7.7
COc1ccc(C2=Cc3ccccc3C(C)(C)O2)cc1	103	0.2
CS(=O)(=O)N(CC(=O)Nc1ccc(S(=O)(=O)N2CCCCC2)cc1)c1ccccc1F	98	-0.5
CC1CN(S(=O)(=O)c2c[nH]c(=O)[nH]c2=O)CC(C)O1 (stereo not given)	100	-1
CCC(C)(C(=O)Nc1cccc(C)c1)N1CCC1=O (stereo not given)	107	0.6
N#Cc1ccc(Cn2cc(C(=O)c3ccccc3)c3ccccc32)cc1	100	0
CCOC(=O)C1C(=O)C(C(=O)OCC)C(c2cccnc2)NC1c1cccnc1 (stereo not given)	101	-0.2
Cc1ccc(NC(=O)CSc2nc3ccccc3nc2Cc2ccccc2)c(C)c1	107	0.2
NS(=O)(=O)c1ccc(N2CCN(CCOc3ccc(Cl)cc3)CC2)nc1	99	-0.7
CCN1C/C(=C/c2ccc(O)cc2)C(=O)/C(=C/c2ccc(O)cc2)C1	102	0.1
Cc1noc(C)c1-c1nc(CSc2n[nH]c(=O)n2C2CC2)no1	107	0.4
CC1=CC(=C(C#N)C#N)C=C(C)N1CCc1ccccc1	103	0.2
COCC(C)N=C1NN=C(c2cc(C)n(Cc3ccccc3Cl)c2C)CS1 (stereo not given)	98	-0.6
Cc1ccc(NC(=O)CC2(C)Nc3ccccc3C(=O)N2c2ccccc2C)c(C)c1 (stereo not given)	98	-0.5
COc1ccc(OC)c2sc(NC(=O)C3CC3)nc12	100	-0.3
CC1(C)Oc2ccc3ccc(=O)oc3c2C(/C=N/O)C1=O (stereo not given)	102	0.2
C/C(N)=C(/C#N)C(=O)CSc1nncn1C	106	0.9
CC(NCc1ccc2c(c1)n(C)c(=O)n2C)c1ccccc1 (stereo not given)	105	-0.3
COc1ccc([C@@H]2Sc3ccccc3N(CCN(C)C)C(=O)[C@@H]2OC(C)=O)cc1	100&100	0&0
O=C(O)c1cc(NC(=O)C2CC2)cc(C(=O)O)c1	99	-0.6
Cc1ccc(CNC(=O)c2ccc3c(c2)c(C)c(C)n3Cc2ccccc2)o1	112	1.2
COc1ccc(Cn2c(C(=O)O)c(CNC3CCCC3)c3ccc(C)cc32)cc1	112	0.7
N#C/C(=C\N1CCN(C(c2ccccc2)c2ccccc2)CC1)S(=O)(=O)c1ccccc1	104	0.1
COc1cc(OCCN2CCOCC2)ccc1C1C(C#N)=C(N)Oc2nc(C(F)(F)F)[nH]c21 (stereo not given)	101	0
CCOC(=O)COc1ccc2c(c1)OCO2	102	0.1
O=C(Cc1ccc(Cl)cc1)NCC(c1cccs1)S(=O)(=O)c1ccccc1 (stereo not given)	107	0
Cc1ccc(OCc2ccc(C(=O)N3c4ccccc4CC3C)cc2)cc1C (stereo not given)	103	0.7
COc1ccc(-c2cc(C(F)(F)F)nc(SCCC(=O)N3CCCC3)n2)cc1	104	0.6

Molecules shown so far that contain a Cl atom (twelve):
compound	Polio RdRp inh	Polio RdRp inh FP z-score
O=C1CSC(=O)N1CCN=Cc1c(O)n(-c2ccc(Cl)cn2)c(=O)c2ccccc12	88	-2.1
O=C(Cn1c(=O)c2sccc2n(CC(=O)Nc2ccc(Cl)cc2Cl)c1=O)NCCc1ccccc1	106	0.1
O=C(CNc1ccc(Cl)cc1)c1cc2ccccc2oc1=O	103	0.3
O=C(CSc1nnc(-c2ccc(F)cc2)o1)N(Cc1nnc(-c2ccc(Cl)cc2)o1)C1CC1	104	0.2
Cc1cc(NC(=O)c2ccc3c(c2)N(Cc2cccc(Cl)c2)C(=O)c2ccccc2S3=O)ccc1Br (stereo not given)	109	0.5
CN(C(=O)CSc1nc2ccc(NC(=O)COc3ccc(Cl)cc3)cc2s1)c1ccccc1	111	0.9
Cc1cnc(=O)[nH]c1SCC(=O)Nc1cc(C(F)(F)F)ccc1Cl	96	-2.8
CC1(C)C(=O)OC2(c3ccc(Cl)cc3)C1OC(=O)C2(C)C (stereo not given)	102	0.6
O=C(Cc1c(Cl)cccc1Cl)N1CCN(S(=O)(=O)c2cccs2)CC1	101	-0.1
NS(=O)(=O)c1ccc(N2CCN(CCOc3ccc(Cl)cc3)CC2)nc1	99	-0.7
COCC(C)N=C1NN=C(c2cc(C)n(Cc3ccccc3Cl)c2C)CS1 (stereo not given)	98	-0.6
O=C(Cc1ccc(Cl)cc1)NCC(c1cccs1)S(=O)(=O)c1ccccc1 (stereo not given)	107	0
